TNAP inh no acc: TNAP (human) inhibition, acceptor-free conditions. AID 1012. inhibition, % at 20 µM. hit rate 0.26% among 200,000. purified TNAP, CDP-star luminescence, 30 min;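 active = tissue-nonspecific alkaline phosphatase inhibition above about 50% at 20 µM in the single-dose screen, limit read from the data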;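 note: 0% = DMSO negative control and 100% = EDTA positive control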
Target sequence (P05186 whole entry, looked up): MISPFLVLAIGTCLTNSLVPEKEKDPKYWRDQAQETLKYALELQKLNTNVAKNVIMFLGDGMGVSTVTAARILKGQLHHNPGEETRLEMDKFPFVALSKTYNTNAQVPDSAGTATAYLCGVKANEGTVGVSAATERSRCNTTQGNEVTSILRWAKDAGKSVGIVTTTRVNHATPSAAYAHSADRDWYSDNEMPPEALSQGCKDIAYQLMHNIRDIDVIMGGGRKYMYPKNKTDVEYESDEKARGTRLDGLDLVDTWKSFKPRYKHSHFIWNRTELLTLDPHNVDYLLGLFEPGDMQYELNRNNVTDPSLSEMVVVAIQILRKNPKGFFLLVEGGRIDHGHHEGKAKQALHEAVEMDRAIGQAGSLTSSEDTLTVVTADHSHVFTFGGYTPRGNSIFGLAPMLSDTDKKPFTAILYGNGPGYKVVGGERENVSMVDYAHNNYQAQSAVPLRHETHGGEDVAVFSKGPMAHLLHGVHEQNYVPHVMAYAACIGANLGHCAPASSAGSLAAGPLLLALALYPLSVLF
Diaph inh CS: counter-screen for diaphorase-based assays: diaphorase inhibitors and chemical oxidizers | diaphorase resazurin-to-resorufin fluorescence, NADH, 16 min; bacterial (C. kluyveri) enzyme, not human | inhibition, % at 20 µM | hit rate 0.69% among 190,000;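 active = primary screen inhibition at 20 µM above a set limit, cut at about 50% in these data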;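 note: plate controls were DMSO with full reaction for no effect and wells lacking NADH for full effect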
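Assay system: diaphorase enzyme from Clostridium kluyveri. Quantity: enzyme working solution with 0.14 U/mL diaphorase. Schedule: reaction incubation of 16 min at room temperature. Technique: resorufin fluorescence, excitation 544 nm, emission 590 nm. Controls: No-NADH positive control and DMSO neutral control.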
FLuc act counter: firefly luciferase counter-screen for stimulation assays; 200,000 tested, under 10 active; ATPlite luciferase biochemical, luminescence, 10 min; 0 = ATP-free wells, 1 = DMSO control; activation factor at 10 µM;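 active = luciferase activation factor, scaled between plate controls, of at least 2 with compound at 10 µM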
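test system = cell-free luciferase reagent | medium = PBS as buffer for the ATP substrate | dosing = test compounds dosed from 2 mM stocks in 100% DMSO | incubation = 10 min at ambient temperature | detection = luminescence measurement of luciferase light output | benchmarks = low control with PBS replacing ATP, high control enzyme plus ATP without compound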
Efa HMGR inh: blocks class II HMG-CoA reductase of Enterococcus faecalis; AID 1066; inhibition, % at 10 µM; purified E. faecalis HMGR, NADPH absorbance 340 nm kinetic; hit rate 0.41% among 190,000;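 active = inhibition above a set limit, the median over all tested compounds plus 3 SD, cut at about 9.5% in these data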;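 note: enzyme runs in reverse so mevalonate oxidation gives rising NADPH absorbance; 0% = complete reaction with DMSO and 100% = background rate lacking mevalonate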
TNAP act hi DEA: increases human TNAP activity under high phosphate acceptor concentration. P05186. activation factor at 20 µM. 200,000 tested, under 10 active. purified TNAP, CDP-star luminescence, 1 M DEA, 30 min; hits give high values; 0 = EDTA background, 1 = DMSO-only activity. AID 1136;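 active = activation factor at least 2 at 20 µM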
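Assay system: human TNAP; Input: enzyme diluted 1/800 final; Reagent: CDP-star luminogenic substrate at 100 µM final; Timing: 30 min, room temperature; Signal: luminescence; Evaluation: TNAP activation factor scaled between EDTA and DMSO control wells.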
G6PDH CS: L. mesenteroides G6PDH inhibition counter-screen. Purified L. mesenteroides G6PDH, diaphorase/resazurin coupled fluorescence, 45 min. inhibition, % at 5 µM. hit rate 0.12% among 200,000. AID 1020; in the data active = inhibition above about 50%
TNAP inh hiacc: inhibitors of human TNAP at high phosphate acceptor concentration; AID 1135; P05186; purified TNAP, CDP-star luminescence, 1 M DEA; inhibition, % at 20 µM; hit rate 0.03% among 200,000;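 active = over 50% inhibition of tissue-nonspecific alkaline phosphatase at 20 µM in the single-dose screen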;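 note: plate controls were DMSO wells for no effect and EDTA-quenched wells as full inhibition for full effect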
PMI activator: activators of human phosphomannose isomerase; P34949; purified human PMI, coupled resazurin fluorescence, 20 min; hits give high values; 1 = vehicle control, 0 substrate-free wells; activation factor at 20 µM; hit rate 0.005% among 190,000; AID 1214;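 active = activation factor of 2 or more at 20 µM, relative to plate controls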
Target sequence (P34949 whole entry, looked up): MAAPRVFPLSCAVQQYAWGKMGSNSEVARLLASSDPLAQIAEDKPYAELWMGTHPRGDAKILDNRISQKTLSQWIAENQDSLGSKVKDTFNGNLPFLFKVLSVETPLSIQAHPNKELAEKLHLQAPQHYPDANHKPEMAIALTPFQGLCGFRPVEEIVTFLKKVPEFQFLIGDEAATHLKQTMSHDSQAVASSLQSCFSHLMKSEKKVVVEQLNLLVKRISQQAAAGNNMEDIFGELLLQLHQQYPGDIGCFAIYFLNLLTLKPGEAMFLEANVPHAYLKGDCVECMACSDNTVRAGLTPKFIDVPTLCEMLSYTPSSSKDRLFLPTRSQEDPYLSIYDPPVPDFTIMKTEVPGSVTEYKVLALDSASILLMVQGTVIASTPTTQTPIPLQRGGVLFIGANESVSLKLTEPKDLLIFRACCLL
Diaph act CS: counter-screen for diaphorase-based assays: diaphorase activators and chemical reducers | Diaphorase/resazurin coupled assay, resorufin fluorescence, 16 min; hits give high values; 1 = vehicle wells, 0 = NADH-free wells | activation factor at 20 µM | hit rate 0.005% among 190,000;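 active = diaphorase activity raised at least twofold by the compound at 20 µM; inactive = activation factor below 2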
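Test system: Clostridium kluyveri diaphorase, purified enzyme. Buffer or medium: 50 mM HEPES pH 7.4 buffer plus MgCl2 and Tween 20. Also added: 0.114 mM NADH and 0.1 mM resazurin, final amounts. Dosing: compound 20 µM once, DMSO 1%. Schedule: 16 min enzyme reaction, ambient temperature. Detection: fluorescence of resorufin, 544 nm excitation, 590 nm emission.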
PMI act hi M6P: PMI (human) activation, high substrate; activation factor at 20 µM; coupled PMI enzyme assay, resazurin fluorescence, 20 min; hits give high values; 1 = untreated enzyme, 0 = substrate-free blank; P34949; hit rate 0.34% among 190,000;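 active = activation factor of 2 or more at 20 µM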
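Material: human phosphomannose isomerase with PGI, G6PDH, diaphorase coupling enzymes / Reagent: Man-6-P substrate 1.0 mM / Dosing: single compound dose of 20 µM, 1% DMSO final / Incubation: enzyme reaction with compound 20 min at room temperature / Signal: resorufin fluorescence (Ex 544/Em 590 nm) from resazurin via diaphorase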
Starred values were filed as active, the others as inactive; x = no result given.

smiles	TNAP inh no acc	Diaph inh CS	FLuc act counter	Efa HMGR inh	TNAP act hi DEA	G6PDH CS	TNAP inh hiacc	PMI activator	Diaph act CS	PMI act hi M6P
COc1cccc(NC(=O)NC2(C(F)(F)F)Oc3ccccc3O2)c1	22	48	0.9	-1	0.8	6	18	0.6	0.5	0.5
c1ccc(N=P(N2CCOCC2)(N2CCOCC2)N2CCOCC2)cc1	-12	15	1.1	-1	1.1	-2	-9	1	0.8	0.9
COc1cccc(C(=O)Nc2cccc(OCC(=O)O)c2)c1	-7	10	0.8	-2	1	4	-4	0.9	0.9	1
COc1cc(OC)cc(C(=O)NCCSCc2ccco2)c1	-10	17	1.1	3	1.1	-15	-5	0.9	0.8	0.9
CCOC(=O)c1nn(-c2ccc(C)cc2)c2nc(Nc3ccccc3)cc(=O)n12	-8	19	1	0	1	3	-4	0.9	0.8	0.9
COC(=O)N/N=C/c1c(C)c(C(=O)c2ccc(F)cc2)n2ccccc12	7	4	1	-5	0.9	-24	6	0.9	1	1
Cc1cc(NC(=O)CSc2nc(-c3ccccc3)nc3c2c(=O)n(C)c(=O)n3C)no1	-9	10	1.1	-1	1.1	4	-6	1	0.9	1.1
CCC(C)/C(C)=N/NC(=O)c1ccc(COc2ccc(Cl)c(C)c2)cc1 (stereo not drawn)	-27	8	1.1	-1	1	4	0	0.9	0.9	1
COc1cc(OC)c(NC(=O)c2c(-c3ccccc3)noc2C)cc1Cl	-3	3	1.2	2	1	3	-3	1	1	1
CC(C)CC(=O)NC(=S)NCCc1ccccc1	-4	-6	1	-2	1	6	1	1	1.1	1.1
CC(C)=NOc1cc(NC(=O)CCl)cc([N+](=O)[O-])c1	-2	1	1	-3	1	0	3	1.1	1	1
Cn1cnnc1SCC(=O)Nc1nc(-c2ccccc2)cs1	-4	8	1	-6	1	5	-3	1	0.9	1
N/C(Cc1ccc(Cl)cc1)=N\OC(=O)c1ccccc1	-12	23	1	-1	1	2	-4	0.9	0.8	0.9
CCCCNC(=O)CCc1c(C)nc2nc(-c3cc(OC)cc(OC)c3)nn2c1C	17	0	1	-1	0.9	1	5	1.1	1	1
COCCNS(=O)(=O)c1ccc(-c2ccc(Cl)cc2)cc1	-7	17	1	0	1	13	-1	0.9	0.8	0.9
CC(=O)Nc1ccc(OCC(O)Cn2c3ccccc3c3ccccc32)cc1 (stereo not drawn)	-12	7	1.1	-5	1	-9	-3	0.9	0.9	1.1
COC(=O)c1c(NC(=O)CN2CCC3(O)CCCCC3C2c2ccccc2OC)sc(C)c1C (stereo not drawn)	-8	22	1	-5	1	-1	-3	0.8	0.8	0.8
COC(=O)c1ccc2c(=O)n(-c3ccccc3)c(=S)[nH]c2c1	2	17	1	1	1	-6	3	1	0.8	1
CCOC(=O)c1c(-c2ccsc2)csc1N	-10	13	1	1	1	23	-2	0.8	0.9	0.4
COc1ccc(C(=O)NNC(=O)CNC(=O)C2CCCCC2)cc1	-14	17	1.1	3	1.1	11	-7	1.1	0.8	1.1
CCc1cc2c(C)cc(C)cc2nc1SCC(=O)Nc1cc(C)on1	-3	3	1.1	-5	1	8	-4	1	1	1.1
O=C(CCCC(=O)N/N=C\c1ccccn1)N/N=C\c1ccccn1	-180	14	1	1	1	8	0	0.9	0.9	0.8
COc1ccccc1CNC(=O)CSc1nc(C)cs1	-6	3	1	2	1	11	0	1	1	1
Cc1ccccc1NC(=O)c1c(O)c2cccc3c2n(c1=O)CCC3	10	1	1	x	1	10	-2	1.1	1	1.1
COCCN(C(=O)C1CCC1)c1nnc(-c2cccnc2)s1	-8	5	1	5	1	-4	1	0.9	0.9	1

Looked up by structure from the entries so far, 4 records:
smiles	TNAP inh no acc	Diaph inh CS	FLuc act counter	Efa HMGR inh	TNAP act hi DEA	G6PDH CS	TNAP inh hiacc	PMI activator	Diaph act CS	PMI act hi M6P
COc1ccccc1CNC(=O)CSc1nc(C)cs1	-6	3	1	2	1	11	0	1	1	1
COCCNS(=O)(=O)c1ccc(-c2ccc(Cl)cc2)cc1	-7	17	1	0	1	13	-1	0.9	0.8	0.9
COC(=O)c1c(NC(=O)CN2CCC3(O)CCCCC3C2c2ccccc2OC)sc(C)c1C (stereo not drawn)	-8	22	1	-5	1	-1	-3	0.8	0.8	0.8
COc1ccc(C(=O)NNC(=O)CNC(=O)C2CCCCC2)cc1	-14	17	1.1	3	1.1	11	-7	1.1	0.8	1.1

Next section.
smiles	TNAP inh no acc	Diaph inh CS	FLuc act counter	Efa HMGR inh	TNAP act hi DEA	G6PDH CS	TNAP inh hiacc	PMI activator	Diaph act CS	PMI act hi M6P
N#C/C(=C\c1ccc(Oc2ccc(C(F)(F)F)cc2[N+](=O)[O-])cc1)c1nc2ccccc2[nH]1	-2	17	1.1	2	1	9	-5	1	0.8	0.9
COc1ccc(/C(N)=N/OC(=O)CSc2ccc(C)cc2)cc1OC	-7	22	1	-1	1	4	-2	0.9	0.8	0.9
O=CNC(Cc1ccccc1)C(=O)O (stereo not drawn)	-13	9	1	3	1.1	3	-6	1	0.9	1
Cc1ccc(C(=O)C(NC(=O)c2ccco2)Nc2sc3c(c2C(N)=O)CCCC3)cc1 (stereo not drawn)	-3	32	1	0	1	0	0	1	0.7	0.7
O=C(N/N=C/c1ccc(N2CCOCC2)cc1)c1ccc(NS(=O)(=O)c2cccs2)cc1	-17	1	0.6	-1	1	2	-4	1	1	0.9
O=C(OCCN(C1=NS(=O)(=O)c2ccccc21)c1ccc(Cl)cc1)c1ccco1	-7	17	1.1	-3	1	4	-4	1	0.8	1
NC(=O)CCC1NC(=S)N(Cc2ccccc2)C1=O (stereo not drawn)	0	0	1	-2	1	12	-2	1.1	1	1.1
NC(=O)C1CCN(c2nc(C3CC3)nc3c2nnn3Cc2ccccc2Cl)CC1	-8	-8	1	-5	1.1	0	-7	1	1.1	1.1
O=C(NC12CC3CC(CC(C3)C1)C2)N1CCN(C2CCCCC2)CC1	3	11	1.1	-2	1	7	-1	1.1	0.9	1
Cc1cc2n(n1)SC(Nc1cc(Cl)ccc1Cl)N2 (stereo not drawn)	-18	22	1.1	-4	1	2	-2	0.8	0.8	0.8
CC(C)(Oc1ccc(-c2ccco2)cc1)C(=O)O	-6	8	1.1	0	1.1	-1	-6	1	0.9	1.1
Clc1ccccc1Cc1noc(CN2CCN(c3cnccn3)CC2)n1	-9	6	1.1	2	1	6	-3	0.9	0.9	0.9
C=C(C)c1cccc(C(C)(C)NC(=O)Nc2ccc(Cl)cn2)c1	-14	14	1	-12	1	-6	4	0.9	0.9	0.8
O=C1CN(C(=O)COc2ncnc3ccccc23)c2ccccc2N1	-11	6	1	-2	1	12	-2	1.1	0.9	1.2
CCc1[nH]nc2c1C(c1cccc(OC(=O)N3CCOCC3)c1)C(C#N)=C(N)O2 (stereo not drawn)	-16	16	1.1	0	1	-23	-3	0.9	0.8	0.9
CN1CCC(N(C)C(=O)CCc2nc3ccccc3c(=O)[nH]2)CC1	1	-4	0.9	-7	1	1	4	1.1	1	1.2
O=C(COC(=O)Cc1ccc(Br)cc1)NCc1ccc(F)cc1	-13	18	1	0	1.1	8	-8	1	0.8	1
Cc1nn(-c2ccccn2)c2c1C(c1ccsc1)C1=C(CCCC1=O)N2 (stereo not drawn)	-3	12	1.1	-11	1	9	-4	1	0.9	0.9
Nc1nnc(SCC(=O)c2ccc3c(c2)NC(=O)CO3)s1	-7	-12	1	-2	1.1	13	-11	1	1.1	1.1

Results in TNAP inh no acc and TNAP inh hiacc, for some of the entries so far:
SMILES | TNAP inh no acc | TNAP inh hiacc
CC(C)CC(=O)NC(=S)NCCc1ccccc1 | -4 | 1
CC(C)=NOc1cc(NC(=O)CCl)cc([N+](=O)[O-])c1 | -2 | 3
Cn1cnnc1SCC(=O)Nc1nc(-c2ccccc2)cs1 | -4 | -3
N/C(Cc1ccc(Cl)cc1)=N\OC(=O)c1ccccc1 | -12 | -4

Some of these compounds in order of their number in PMI act hi M6P, high to low:
mol,PMI act hi M6P
Nc1nnc(SCC(=O)c2ccc3c(c2)NC(=O)CO3)s1,1.1
O=C(OCCN(C1=NS(=O)(=O)c2ccccc21)c1ccc(Cl)cc1)c1ccco1,1
Clc1ccccc1Cc1noc(CN2CCN(c3cnccn3)CC2)n1,0.9
Cc1cc2n(n1)SC(Nc1cc(Cl)ccc1Cl)N2 (stereo not drawn),0.8

Screening results (PubChem BioAssay)
